# CCT chaperon mod: modulators of cytosolic chaperonin (CCT/TRiC) activity | purified chaperonin ATPase assay, HTRF ADP detection, 30 min | activity change, % (no concentration beside the values), hits read low | 360,000 compounds, 0.3% hits | AID 651819; in the data active = activity change below about -30%; note: % is set by controls: 0 for no effect and ±100 for the full control effect
#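 ATPase activity: ADP formed was measured by HTRF Transcreener (665/615 nm ratio) after 30 min at 37 deg C with 10 uM ATP. Compounds screened at one 76 uM concentration against 40 or 20 nM TRiC in Tris pH 7.4/KCl/MgCl2/DTT buffer.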
# A549 viability: A549 cytotoxicity, counter-screen for Nrf2 inhibitors. A549 ARE-Fluc cells, CellTiter-Fluor viability, 18-24 h. 390,000 compounds, 0.16% hits. Potency, µM (top dose mostly 46 µM), inactives show at the highest dose activity change, negative = cytotoxicity, most hits filed as inhibitors; note: potency is the fitted concentration of half-maximal effect; % is set by controls: 0 for no effect and ±100 for the full control effect
#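 A549 ARE_Fluc cells in 5% FBS OPTI-MEM were exposed to compounds in concentration-response for 18-24 h at 37 deg C. Viability was read by CellTiter-Fluor fluorescence (Ex 405/Em 525) after 30 min, before the luciferase read.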
# TGFb SMAD3 inh: blocks TGF-b signaling. 410,000 compounds, 1.2% hits. Potency, µM (top dose mostly 46.1 µM), for inactives: at the top dose activity, negative = inhibition, most hits filed as inhibitors. HepG2 CAGA-GFP TGF-b/SMAD3 reporter, GFP fluorescence, 18 h; TGF-beta stimulated, 500 pg/mL final; note: potency is the fitted concentration of half-maximal effect; % is set by controls: 0 for no effect and ±100 for the full control effect; nearly all actives have a fitted effect of over 65% in size
#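 TGF-beta reporter screen: HEPG2 CAGA-GFP, 1% FBS, 500 pg/mL TGF-beta final, 18 h; per-cell GFP summed per well; curves fitted and categorized by class.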
# HepG2 viability: counter-screen for TGF-b inhibitors: cytotoxicity in HepG2 cells. 410,000 compounds, 0.76% hits. Potency, µM (highest dose often 46.1 µM), without a hit: top-dose activity change, negative = cytotoxicity, usual class: cytotoxic. HepG2 CAGA-GFP viability, ATP luminescence, 18 h; note: potency is the fitted concentration of half-maximal effect; some results filed as inactive show a strong effect at the top dose
#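 HepG2 CAGA-GFP cells (1000/well, DMEM with 1% FBS) received compound, then TGF-beta at 500 pg/mL final, and were incubated 18 hours at 37 degrees C. Viability was read by CellTiter-Glo luminescence. Media-only wells were set as complete cell-killing and DMSO as no toxicity.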
# Abeta rescue: compounds reversing amyloid beta toxicity in yeast; yeast expressing A-beta42, growth rescue, OD600, 48 h; response scale: 0% DMSO, 100% iron-clioquinol control; Potency, µM (highest dose often 46.1 µM), for inactives: at the highest dose growth rescue, actives largely listed as activators; 410,000 compounds, 0.063% hits; note: potency is the fitted concentration of half-maximal effect; nearly all actives have a fitted effect of over 55% in size
#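 Yeast A-beta toxicity model in growth medium with pinned compounds, 48 h at 30 C; growth read as absorbance at 600 nm. Normalized to FeCl3/clioquinol equimolar mix (positive) and DMSO (negative).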
# pAkt inh: Akt phosphorylation inhibition; Neuro2A IGF-stimulated pAkt S473 HTRF, 20 min; active compounds read low; 360,000 compounds, 0.32% hits; AID 651550; activity change, % for hits at 50 µM; in the data active = activity change below about -80%; inconclusive = mostly about -51% to -80%; note: % is set by controls: 0 for no effect and ±100 for the full control effect
#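 Neuro2A cells (4,500/well, DMEM with 0.5% FBS) were treated with compound at a single 50 µM final concentration, stimulated with 6 nM IGF for 20 min at 37 °C, and lysed. Phospho-Akt Ser473 was read by HTRF as 665/615 ratio ×10^4.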
# MmCpn inh: inhibitors of Methanococcus maripaludis chaperonin (MmCpn). purified Mm-Cpn ATPase, ADP Transcreener TR-FRET. Potency, µM (highest dose often 76.9 µM), without a hit: at the highest dose activity, negative = inhibition, actives largely listed as inhibitors. 330,000 compounds, 0.031% hits; note: potency is the fitted concentration of half-maximal effect; % is set by controls: 0 for no effect and ±100 for the full control effect; nearly all actives have a fitted effect of over 80% in size
#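 25 nM Mm-CPN + cpd, 10 min 37°C; + 10 uM ATP, 30 min 37°C; buffer 30 mM Tris pH 7.4, 100 mM KCl, 5 mM MgCl2, 1 mM DTT; Transcreener ADP HTRF detection 30 min RT.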
# Nrf2 block: inhibitors of Nrf2 signaling. A549 ARE-Fluc reporter, luciferase luminescence, 18-24 h. 360,000 compounds, 2.1% hits. Potency, µM (series often up to 46 µM), for inactives: at the top dose activity change, negative = inhibition, most hits filed as inhibitors; note: potency is the fitted concentration of half-maximal effect; % is set by controls: 0 for no effect and ±100 for the full control effect; nearly all actives have a fitted effect of over 60% in size
#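 Nrf2 activity is the BugLite luminescence, read 15 min after reagent at room temperature, following CellTiter-Fluor cytotoxicity readout (30 min, 37C). Compound titrations were applied for 18-24 h to 5000 A549 ARE_Fluc cells/well in 5% FBS OPTI-MEM.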
# Nrf2 ARE act: activators of Nrf2 (ARE) signaling. AREc32 ARE-luciferase reporter (MCF7-derived line), luminescence, 24 h. Potency, µM (highest dose often 46.1 µM), inactives show at the top dose activation, most hits filed as activators. 410,000 compounds, 0.31% hits; note: potency is the fitted concentration of half-maximal effect; % of control where 0% means no effect; nearly all actives have a fitted effect of over 65% in size
#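 Nrf2 activation is followed as ARE-luciferase induction in the AREc32 line after one day of compound treatment; luminescence is read with Steady-Glo.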
# * marks the source's active call; other numbers are inactive results; i = inactive; ? = inconclusive; nt = no result given; & = joins results of further samples; [ ] = dose if it differs, or a comment. Unless noted, calls come from the whole dose curve; as a rule, active = well fitted curve in the direction sought with a large enough effect; inconclusive = small, poorly fitted or top-dose-only effect, or another doubt; inactive = no such curve, though single readings can be large; an effect the other way counts as inactive or inconclusive.
SMILES,CCT chaperon mod,A549 viability,TGFb SMAD3 inh,HepG2 viability,Abeta rescue,pAkt inh,MmCpn inh,Nrf2 block,Nrf2 ARE act
CCCN1CCc2c(sc(NC(=O)c3ccc(S(=O)(=O)N(C)c4ccccc4)cc3)c2C(=O)NC)C1,-0.6,?,40.7%[activator],-22.1%,-10.4%,i,-4.3%,-20.0%,2.0%
O=C(COC(=O)/C=C/c1ccc(C(F)(F)F)cc1)NC1CCS(=O)(=O)C1 (stereo not given),0.1,1.9%,-3.8%,-2.0%,-15.7%,i,-4.2%,3.6%,10.0%
O=C(Nc1c(-c2ccccc2)nc2ccccn12)c1cccc(F)c1,-0.3,-19.7%,0.0%,2.9%,-4.2%,i,2.8%,-1.3%,3.6%
Cc1ccc(NC(=O)Nc2nnc(SCC(=O)N3CCCCC3)s2)cc1,nt,3.9%,-2.9%,-7.9%,5.0%,nt,nt,nt,0.1%
Cc1nc2ncnn2c(C)c1Cc1ccccc1Cl,-2.1,4.6%,17.8%,-19.6%,-9.9%,i,0.0%,3.2%,-0.9%
COc1ccc(NC(=O)N2CCCC(CCC(=O)N(C)CCc3ccccn3)C2)cc1 (stereo not given),-0.7,-5.2%,-3.4%,-3.4%,2.4%,i,-2.2%,?,0.1%
COc1ccc(NC(=O)Cn2c([N+](=O)[O-])cnc2C)cc1Cl,0.3,4.3%,0.6%,-17.3%,-5.0%,i,-0.6%,-12.2%,-0.1%
CCc1nnc(NS(=O)(=O)c2ccc(NC(=S)NC(=O)c3ccc(OC)c(OC)c3)cc2)s1,0.7,9.3%,0.2%,3.3%,-11.6%,i,-3.8%,6.2%,0.0%
COC(=O)C1=NN(C(=O)c2ccccc2)C(O)(c2ccc([N+](=O)[O-])cc2)C1 (stereo not given),-23.3,-4.6%,?,18.5%,1.8%,i,-1.7%,3.8%,0.1%
COc1ccc(S(=O)(=O)NC(C)C(=O)Nc2ccccc2C(F)(F)F)cc1 (stereo not given),-3.7,1.1%,0.1%,3.7%,-2.7%,nt,0.3%,nt,-0.2%
Cn1c(=O)n(C)c2cc(NS(=O)(=O)c3ccc(Br)s3)ccc21,0.4,-0.5%,4.7%,-13.9%,3.7%,i,2.7%,?,24.6%
COCC(=O)N(CCc1ccc(OC)cc1)Cc1nc2ccccc2c(=O)[nH]1,-1.4,-8.3%,0.0%,0.6%,-14.7%,i,-0.2%,-4.0%,0.1%
COc1ccc(C(O)c2ncc(-c3cccc(C(F)(F)F)c3)[nH]2)cc1F (stereo not given),-2.5,nt,5.3%,-39.4%,-11.2%,i,nt,nt,3.5%
COc1ccc(N2C[C@H](C)[C@@H](CC(=O)Nc3ccc(Br)cc3)C2=O)cc1,-0.9,nt,-5.2%,-11.7%,-2.5%,i,nt,nt,0.0%
C/C(=N\N=C(N)N)c1cccc(Cl)c1,-1.9,-15.3%,0.8%,-41.8%,-14.0%,i,-0.1%,?,-0.8%

# Further records follow:
SMILES,CCT chaperon mod,A549 viability,TGFb SMAD3 inh,HepG2 viability,Abeta rescue,pAkt inh,MmCpn inh,Nrf2 block,Nrf2 ARE act
CCN(Cc1ccccc1)C(=O)C1CCN(Cc2sccc2C)CC1,-0.8,-3.9%,6.7%,4.7%,7.7%,i,-1.7%,-24.1%,-0.2%[9.22 µM]
CCOC(=O)c1csc(NC(=O)c2ccc(N3C(=O)CCC3=O)cc2)n1,0.9,-8.7%,5.2%,-0.3%,-22.4%,i,-2.8%,6.2%,-0.3%
O=C(Nc1ccc2[nH]ncc2c1)c1ccccc1Br,-5.0,-7.8%,6.5%,-28.4%,-7.5%,i,-19.1%,1.7%,0.6%
O=C(Nn1cnnc1)c1cc2c(s1)CCCC2,-1.0,-2.2%,-3.0%,1.9%,7.8%,i,-1.9%,0.6%,-0.7%
CC(C)Cn1cc(C(=O)N2CCC(C)CC2)c2c3ccccc3n(C)c2c1=O,-0.2,0.8%,-4.4%,9.5%,8.6%,i,-3.2%,-3.6%,1.7%
COc1ccc(CC(NC(C)=O)C(=O)NC2CCN(c3nnnn3-c3ccccc3)CC2)cc1 (stereo not given),-0.4,1.6%,-23.4%,7.5%,-6.4%,i,2.1%,?,4.0%
COc1ccc(C(=O)N2CCCC2(C)C(=O)O)cc1C(F)(F)F (stereo not given),0.8,nt,-5.5%,-4.8%,-3.7%,i,nt,nt,0.1%
O=C(O)c1cccc(Nc2nc(Nc3ccccc3)nc(N3CCCC3)n2)c1,0.2,-0.7%,-2.5%,-5.3%,-7.0%,i,1.8%,4.6%,5.8%
CC1CN(c2ncnc3c2oc2ccccc23)CC(C)O1 (stereo not given),1.1,-16.3%,9.1%,-26.1%,-12.4%,i,1.5%,-4.4%,4.9%
CC(C)CCOc1ccc(Cn2c(=O)sc3ccccc32)cc1,nt,7.0%,-23.9%,1.4%,?,nt,nt,2.1%,4.2%
CCOC(=O)c1cnc2c(cnn2C)c1NCCCN(C)C,-0.6,?,7.9%,-2.1%,1.7%,i,2.2%,0.3%,1.5%
CC(C)(C)c1cc(OC(=O)c2ccccc2F)ccc1O,-1.5,-3.5%,?,-42.0%,?,i,-0.8%,1.3%,?
O=C1CC(C(=O)N2CCCc3ccccc32)CN1c1ccc(Cl)cc1 (stereo not given),3.0,2.8%,25.5%,-1.3%,-7.8%,i,1.9%,20.3%,-0.1%
COc1ccc(N(CC(=O)Nc2c(C)n(C)n(-c3ccccc3)c2=O)S(=O)(=O)c2ccc(F)cc2)cc1,0.8,8.9%,?,-24.5%,1.5%,i,1.9%,-16.7%,0.4%
O=c1c(OC2OC(CO)C(O)C(O)C2O)c(-c2ccc(O)c(O)c2)oc2cc(O)cc(O)c12 (stereo not given),0.3,-16.3%,2.6%,10.6%,3.0%,i,0.4%,8.8%,0.4%

# (listing goes on)
SMILES,CCT chaperon mod,A549 viability,TGFb SMAD3 inh,HepG2 viability,Abeta rescue,pAkt inh,MmCpn inh,Nrf2 block,Nrf2 ARE act
CC(C)(C)c1ccc(NC(=O)C2CCCN(c3cnccn3)C2)cc1 (stereo not given),1.8,0.4%&1.0%,1.5%&27.1%,1.0%&-33.6%,-5.8%&-21.7%,i,0.4%,6.9%&7.4%,-0.5%&4.4%
CC[C@@H](C)[C@H](N)C(=O)NC[C@H]1O[C@@H](n2cnc3c(N)ncnc32)[C@H](O)[C@@H]1O,-2.5,-0.3%,-4.2%,-4.1%,-2.4%,i,1.9%,6.1%,0.0%
CCOc1ccc(C(=O)CCCC(=O)c2ccc(OCC)cc2)cc1,1.4,-1.7%,2.5%,6.9%,-18.6%,i,1.1%,12.7%,3.8%
CCN(CC)c1ccc(/C=N/NS(=O)(=O)c2ccc(CNC(C)=O)cc2)cc1,-1.4,7.4%,-3.7%,5.1%,-15.7%,i,-0.6%,15.3%,2.4%
O=C(CSc1nnnn1-c1ccccc1)Nc1ccc(N2CCOCC2)c(Cl)c1,-8.2,-14.8%[1.84 µM],-8.8%,-4.8%,8.2%,i,nt,5.6%,-0.7%
O=C(Nc1ccc(Cl)c(Cl)c1)Nc1nnc(-c2ccncc2)s1,-2.3,-2.9%,?,-1.2%,3.7%,i,0.7%,6.5%,0.4%
CN(CC1CCCN(CCc2ccc(F)cc2)C1)C(=O)CCC(N)=O (stereo not given),-1.3,-1.9%,-6.0%,2.1%,-10.2%,i,1.2%,-7.3%,-0.2%
O=C(NCc1cccnc1)c1ccc2c(c1)C(=O)N(Cc1ccccc1)C2=O,-6.3,-3.3%,-1.8%,-2.8%,-14.5%,i,0.8%,2.8%,0.0%
COc1ccccc1N1CCN(S(=O)(=O)c2c[nH]c(=O)[nH]c2=O)CC1,3.4,-3.7%,-9.0%,-22.5%,-4.3%,i,-0.5%,-1.0%,-0.6%
CC(C)CNC(=O)NC1(C(F)(F)F)Oc2ccccc2O1,-4.5,-9.6%,0.0%,-5.3%,8.6%,i,0.3%,4.3%,?
Cc1nc(NC(=O)COC(=O)C2CC3CCCC(C2)C3=O)c(Cl)cc1Cl (stereo not given),-1.9,-8.4%,2.9%,6.7%,18.1%,i,-1.2%,3.4%,0.4%
CCOC(=O)CC(=O)CSc1nc(-c2ccccc2)cc(-c2ccc(Cl)cc2)c1C#N,-2.7,-12.5%,1.6%,-17.2%,3.8%,i,-16.4%,?,-0.9%
CCOC(=O)CN1C(=O)C(O)(C2CCc3ccccc3C2=O)c2ccccc21 (stereo not given),1.6,-5.3%,-30.0%,-8.8%,-7.0%,i,-2.0%,0.1%,-0.4%
O=C(N/N=C/c1ccc(N2CCOCC2)cc1)c1ccc(O)cc1,-0.6,-20.4%,-24.7%,-35.5%,-6.6%,i,1.3%,0.0%,4.4%
COc1cccc(C(=O)OCC(=O)c2ccc(Br)s2)c1,0.9,-0.3%,15.7%,7.4%,11.7%,i,?,20.4%,0.2%

# Compound profiles, from the list above. Order of screens: CCT chaperon mod | A549 viability | TGFb SMAD3 inh | HepG2 viability | Abeta rescue | pAkt inh | MmCpn inh | Nrf2 block | Nrf2 ARE act
# CN(CC1CCCN(CCc2ccc(F)cc2)C1)C(=O)CCC(N)=O (stereo not given) reads -1.3 | -1.9% | -6.0% | 2.1% | -10.2% | i | 1.2% | -7.3% | -0.2%
# CCOC(=O)CC(=O)CSc1nc(-c2ccccc2)cc(-c2ccc(Cl)cc2)c1C#N reads -2.7 | -12.5% | 1.6% | -17.2% | 3.8% | i | -16.4% | ? | -0.9%

# Bioassay records deposited in PubChem by National Center for Advancing Translational Sciences (NCATS).
